# RXFP1 antagonist – antagonists of human relaxin receptor RXFP1; 0.59% of 350,000 active; activity change, negative = inhibition, % at 57.5 µM; AID 1259400; Q9HBX9; HEK293-RXFP1, relaxin-stimulated cAMP HTRF, 30 min; hits give low values;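 active = activity change of -60% or lower, but not beyond a set lower limit; inconclusive = change between -60% and -40%, or beyond the set limit; inactive = change above -40%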; note: % is set by controls: 0 for no effect and ±100 for the full control effect
# TRHR enhancer – allosteric enhancers of human TRH receptor; P34981; TRHR cells, fluo-8 calcium fluorescence, EC20 TRH enhancement; enhancement, % at 2 µM; 0.66% of 360,000 active; AID 493056; in the data active = enhancement above about 30%; note: 0% is about no effect
# Target sequence (P34981 whole entry, looked up): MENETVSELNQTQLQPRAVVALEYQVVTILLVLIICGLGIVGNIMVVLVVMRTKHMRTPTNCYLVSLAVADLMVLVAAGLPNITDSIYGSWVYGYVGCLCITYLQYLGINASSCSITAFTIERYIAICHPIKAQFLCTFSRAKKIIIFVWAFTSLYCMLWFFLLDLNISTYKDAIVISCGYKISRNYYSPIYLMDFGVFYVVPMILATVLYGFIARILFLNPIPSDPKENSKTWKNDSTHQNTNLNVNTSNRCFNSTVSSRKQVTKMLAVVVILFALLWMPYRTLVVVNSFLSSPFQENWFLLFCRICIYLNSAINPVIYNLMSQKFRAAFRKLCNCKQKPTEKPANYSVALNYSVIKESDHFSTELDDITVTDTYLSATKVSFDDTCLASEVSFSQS
#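 Enhancer read-out: after compound pinning and an initial kinetic agonist-mode read, an EC20 of TRH (10 nM final) was injected and fluo-8 calcium signal (Ex 480/Em 530) followed at 1 s/cycle for 100 cycles in TRHR-expressing cells.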
# D1 ag – agonists of human D1 dopamine receptor | P21728 | HEK293 T-REx D1 cells, calcium flux, agonist mode | activation, % at 2 µM | 1% of 360,000 active; note: 0% is about no effect
#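 Inducible HEK293 T-REx D1 cells, force-coupled to calcium signalling, were plated at 4000 cells/well with tetracycline and held overnight at 30 C. After no-wash calcium dye loading, compound-evoked calcium rise over 180 s flagged agonists.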
# D2 ag – agonists of human D2 dopamine receptor. P14416. HEK293 T-REx D2 cells, calcium flux agonist mode. activation, % at 2 µM. 0.53% of 340,000 active. AID 485358;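 active = activation over 3 SD above normal in the single-dose calcium agonist read, cut at about 30% in these data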; note: 0% is about no effect
# Target sequence (P14416 whole entry, looked up): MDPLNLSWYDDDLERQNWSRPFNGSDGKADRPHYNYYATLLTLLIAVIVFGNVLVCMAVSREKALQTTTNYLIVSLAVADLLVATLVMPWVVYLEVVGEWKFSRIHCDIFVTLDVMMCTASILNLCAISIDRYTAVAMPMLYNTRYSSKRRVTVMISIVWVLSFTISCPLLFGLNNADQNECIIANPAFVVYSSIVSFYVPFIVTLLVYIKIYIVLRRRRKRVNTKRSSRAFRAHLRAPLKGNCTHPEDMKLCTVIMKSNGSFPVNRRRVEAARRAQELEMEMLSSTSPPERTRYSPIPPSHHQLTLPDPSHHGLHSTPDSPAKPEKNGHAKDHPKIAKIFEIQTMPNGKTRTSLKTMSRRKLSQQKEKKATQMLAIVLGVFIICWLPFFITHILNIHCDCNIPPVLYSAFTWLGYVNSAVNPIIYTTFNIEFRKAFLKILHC
#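 HEK293 Trex D2 cells, tetracycline-induced, o/n 30 C 5% CO2; no-wash Ca dye, RT 30–90 min; 10-cycle baseline, 23 nl cpd added, kinetic Ca read 180 s; agonist hits = positive Ca response.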
# D1 antag – blocks dopamine activation of the human D1 receptor | 3.2% of 360,000 active | HEK293 TREx D1 cells, calcium flux, dopamine EC80; hits give low values | P21728 | AID 504652 | activity change, negative = inhibition, % at 10 µM; in the data active = activity change below about -30%; note: % is set by controls: 0 for no effect and ±100 for the full control effect
#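 Cells carrying a force-coupled, tetracycline-inducible human D1 receptor report calcium flux. Each well gets a 10 s baseline, compound with 180 s monitoring, then an EC80 dopamine stimulus with a second 180 s kinetic read.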
# TRHR agonist – agonists of human TRH receptor | P34981 | TRHR cells, calcium flux fluo-8, FDSS agonist mode | activation, % at 2 µM | 0.18% of 360,000 active; note: 0% is about no effect
#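 Fluo-8-loaded TRHR cells; 10 s baseline, compound added, kinetic Ca2+ fluorescence read 1/s, agonist mode.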
# D2 potentiator – positively modulates the human D2 dopamine receptor allosterically; HEK293 T-REx D2, calcium flux, EC20 dopamine potentiation; potentiation, % at 10 µM; 0.34% of 340,000 active;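 active = potentiation over 3 SD above the plate norm, cut at about 30% in these data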; note: 0% is about no effect
#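 Using a no-wash calcium dye in inducible, force-coupled HEK293 Trex cells expressing D2, we tracked fluorescence each second for 180 s after compound, then for 180 s after EC20 dopamine to detect augmented signalling.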
# D2 antag – antagonizes the human D2 dopamine receptor. HEK293 TREx D2 cells, calcium flux, dopamine EC80. inhibition, % at 10 µM. 2% of 340,000 active. AID 485344; in the data active = inhibition above about 30%; note: 0% is about no effect
#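 In this primary screen, negative modulation is detected by tracking calcium flux after an EC80 dopamine challenge in inducible HEK293 T-REx D2 cells preexposed to test compound for 180 s.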
# D1 PAM – human D1 dopamine receptor positive modulation; P21728; HEK293 TREx D1 cells, calcium flux, dopamine EC20 potentiation; potentiation, % at 10 µM; 0.036% of 360,000 active; AID 504651; in the data active = potentiation above about 30%; note: 0% is about no effect
# Active calls of the source: *; ? = inconclusive; . = not tested or not shown. Cut-off read from the data, not from the text of the source, unless noted: active = activation above about 30%; inactive = the rest.
SMILES,RXFP1 antagonist,TRHR enhancer,D1 ag,D2 ag,D1 antag,TRHR agonist,D2 potentiator,D2 antag,D1 PAM
COCCNc1ccc(-c2nc(-c3ccccn3)no2)cc1[N+](=O)[O-],.,-1,1,-0.2,-20,-0.3,-1,.,-1
COC(=O)CSc1nnc(-c2ccc(S(=O)(=O)N3CCCC3)cc2)o1,-18,-4,1,0.0,-6,0.7,-11,-6,-1
NNC(=O)c1ccc(O)cc1O,.,9,1,-0.7,-5,0.0,7,-1,-1
Cc1cc(Br)ccc1NS(=O)(=O)c1c(C)[nH]c(=O)[nH]c1=O,-13,-3,2,0.1,-6,-1.7,0,1,0
C#CCOCCOCCOCCNc1nc(N2CCN(C(=O)CCCCCCCCCCNC(=O)[C@H](CCCCN)n3cc(CCO)nn3)CC2)nc(N2CCN(C(=O)CCCCCCCCCCNC(=O)[C@H](CCCCN)n3cc(CCCC(=O)O)nn3)CC2)n1,.,3,18,-0.6,-6,1.0,-9,-6,-6
Cc1cc(NC(=O)c2cc(-c3cccc(OCC(C)C)c3)nc3ccccc23)no1,4,3,3,0.1,6,0.6,1,-23,-3
CCNC(=O)c1ccc(CSc2nc3ccccc3s2)cc1,-2,3,1,1.2,-1,-1.8,-3,3,-1
Cc1ccc2nc(SCC(=O)c3c(N)n(C)c(=O)n(C)c3=O)[nH]c2c1,20,-3,-4,0.3,9,0.0,5,20,-5
CCN(CC(=O)Nc1c(F)cccc1F)C(=O)CSCC(=O)Nc1cccc(C)c1,-5,3,3,0.2,1,0.3,13,9,2
COc1cccc(OCC(O)CN2CCN(c3ccc(Cl)cc3)CC2)c1 (stereo not drawn),-2,2,12,7.5,-21,0.2,-17,-42,-9
Cc1cc(C)cc(OCC(=O)O/N=C(\N)c2cccnc2)c1,-12,-2,4,-1.1,3,-1.0,7,14,-8
COc1ccc(NC(=O)c2nc(S(=O)(=O)Cc3ccc(C)cc3)ncc2Cl)cc1,-118*,-9,1,1.3,-38*,-0.4,2,.,-3
CCn1c(CC(=O)Nc2ccccc2F)nnc1SCC(=O)N1CCOCC1,6,-4,1,0.5,-6,-0.3,-3,-7,3
COc1ccc(NC(=O)Cn2cc(C(=O)c3ccco3)c3ccccc32)cc1,3,3,0,-0.1,-87*,0.3,-2,-7,-5
O=C(CC1SC(=O)N(Cc2ccc(Cl)cc2)C1=O)Nc1nccs1 (stereo not drawn),-17,0,0,0.7,4,0.1,9,-1,-6
Cc1cc(N2CCN(c3cccc(C)c3C)CC2)nc(-c2ccccc2)n1,-17,-3,1,0.9,-15,0.8,-5,-13,-1
O=C(c1cccc(C(F)(F)F)c1)C1CCCN(C(=O)CN2CCOC2=O)C1 (stereo not drawn),0,-1,3,0.2,15,0.9,5,3,-4
O=C(NC1CCC(O)CC1)c1ccc(S(=O)(=O)NCc2ccco2)cc1 (stereo not drawn),-1,8,-3,.,4,-0.3,.,.,1
COc1ccc(Cn2c(CNC(=O)c3ccc(N(C)C)cc3)nc3cccnc32)cc1,-5,0,0,.,46,-0.6,16,.,-2
O=C1/C(=C/c2ccccn2)COc2ccccc21,-10,-1,2,-1.7,-20,-0.7,17,12,1
CCn1c(SCC(=O)Nc2ccc(C(C)=O)cc2)nc2c([nH]c3ccccc32)c1=O,-2,12,1,0.0,-7,-0.2,-7,15,11
Cc1nnc2n(C3CCCCC3)c(=O)c3c4c(sc3n12)COC(C)(C)C4,-2,1,3,-1.4,-23,-0.2,1,3,-8
O=C(NCc1ccccc1)c1ccc(Cl)nc1,-20,15,3,0.4,0,-1.3,17,-12,-5
COc1cc([N+](=O)[O-])ccc1NC(=O)Nc1cnccn1,-5,-2,0,1.1,9,-0.3,-8,-5,5
CCOc1ccc(OCC)c(NC(=O)C(NS(=O)(=O)c2ccc(Br)s2)c2ccccc2)c1 (stereo not drawn),-1,7,2,.,-13,0.3,-1,.,-4
Cc1ccc(NC(=O)CCn2cccc2)cc1Cl,2,4,7,.,-11,-0.3,.,.,0
Cc1ccccc1-c1nn(-c2ccc(F)cc2F)cc1CNC1CC1,-4,-1,2,-0.4,-1,-0.9,-3,7,-3
COc1ccc2oc(C(=O)Nc3ccccn3)c(C)c2c1,6,-4,3,-0.5,8,0.0,9,-11,-6
ON=Cc1cccn1-c1ccccc1,0,22,1,-0.1,18,-0.1,-1,-6,5
CC1=C(C(=O)Nc2cccnc2)C(c2ccccc2)n2nc(SCc3ccccc3)nc2N1 (stereo not drawn),.,-4,1,-0.3,-14,0.4,.,.,0
O=C(NC(=S)Nc1ccccc1)c1cc([N+](=O)[O-])ccc1N1CCOCC1,3,4,-1,-0.4,18,-1.3,1,2,-2
O=C1CC(=O)N(c2cccc(F)c2)N1,-3,-6,0,-0.7,16,0.3,-3,0,-2
CN(C)c1ccc(N=Cc2ccco2)cc1,?,2,2,0.1,3,-0.4,10,14,-7
N#Cc1ccccc1Sc1ccccc1C(=O)OCC(=O)NC1CCCCC1,35,-6,6,-1.3,-14,-0.6,4,18,-2
CCN(CC(=O)Nc1ccccc1C(F)(F)F)C(=O)Cc1ccc2c(c1)CCC2,-14,-6,3,-0.4,7,-0.3,-11,13,-1
O=C(c1ccco1)N1CCN=C1SCc1cccc(Cl)c1,.,2,-1,0.3,11,0.3,-6,-27,.
Cc1ccc2c(c1)c(=O)c(C(=O)c1ccncc1)cn2CC(=O)Nc1c(C)cccc1C,-5,-4,0,-0.1,4,0.7,-2,.,-1
Cc1ccc(N2C(=O)N(CC(=O)NCc3ccc(Cl)cc3)C(=O)C2C)cc1 (stereo not drawn),2,-8,9,1.3,-4,0.1,11,1,3
CCC(=O)N/N=C/c1ccc(-c2ccc(Cl)cc2)o1,1,-3,1,-1.1,-6,-1.8,14,4,-4
CCOC(=O)c1ccc[n+](CC(=O)Nc2ccccc2OC(F)F)c1,-7,4,7,0.9,16,1.3,9,0,-3
Cc1nc(CNC(=O)CC2C(=O)NCCN2Cc2cccc(Oc3ccccc3)c2)cs1 (stereo not drawn),-7,-2,-1,-0.2,-1,0.9,-9,12,4
CCN(CC)C(=O)c1c2c(nc3ccccc13)-c1ccccc1CC2,25,-3,0,-1.4,20,-0.1,10,-28,0
Cc1cc(C)nc(SCC(=O)N/N=C/c2cccnc2)n1,-1,7,1,0.0,10,0.8,1,8,6
CCc1nnc(NS(=O)(=O)c2ccc(NC(=S)NC(=O)c3ccncc3)cc2)s1,8,-1,2,-0.5,-7,0.0,12,-3,-2
O=C(CSc1nc2ccccc2[nH]1)Nc1ccccc1N1CCOCC1,6,3,5,0.5,4,-0.2,-3,-9,2
C#CCN(C(=O)c1ccc(OC2CCN(Cc3ccccn3)CC2)cc1)C1CCCCC1,-9,-10,3,0.5,-2,0.2,-1,-11,-6
COc1ccc(CN2C(=O)Cc3c2nc(N)c2c(N)nc(N4CCCCC4)c(C#N)c32)cc1,.,-5,5,0.6,-5,1.5,8,-6,-1
C/C(CC(=O)Nc1ccc(Cl)c(C(F)(F)F)c1)=N\NC(=O)c1cccc(O)c1,2,-9,3,-0.3,-18,0.7,-15,4,-11

# Arranged by molar mass (low to high): some entries from above
SMILES,RXFP1 antagonist,TRHR enhancer,D1 ag,D2 ag,D1 antag,TRHR agonist,D2 potentiator,D2 antag,D1 PAM
O=C1CC(=O)N(c2cccc(F)c2)N1,-3,-6,0,-0.7,16,0.3,-3,0,-2
CN(C)c1ccc(N=Cc2ccco2)cc1,?,2,2,0.1,3,-0.4,10,14,-7
CCC(=O)N/N=C/c1ccc(-c2ccc(Cl)cc2)o1,1,-3,1,-1.1,-6,-1.8,14,4,-4
Cc1cc(C)nc(SCC(=O)N/N=C/c2cccnc2)n1,-1,7,1,0.0,10,0.8,1,8,6
CCN(CC)C(=O)c1c2c(nc3ccccc13)-c1ccccc1CC2,25,-3,0,-1.4,20,-0.1,10,-28,0
CCOC(=O)c1ccc[n+](CC(=O)Nc2ccccc2OC(F)F)c1,-7,4,7,0.9,16,1.3,9,0,-3
O=C(CSc1nc2ccccc2[nH]1)Nc1ccccc1N1CCOCC1,6,3,5,0.5,4,-0.2,-3,-9,2
O=C(NC(=S)Nc1ccccc1)c1cc([N+](=O)[O-])ccc1N1CCOCC1,3,4,-1,-0.4,18,-1.3,1,2,-2
N#Cc1ccccc1Sc1ccccc1C(=O)OCC(=O)NC1CCCCC1,35,-6,6,-1.3,-14,-0.6,4,18,-2
CCN(CC(=O)Nc1ccccc1C(F)(F)F)C(=O)Cc1ccc2c(c1)CCC2,-14,-6,3,-0.4,7,-0.3,-11,13,-1
C/C(CC(=O)Nc1ccc(Cl)c(C(F)(F)F)c1)=N\NC(=O)c1cccc(O)c1,2,-9,3,-0.3,-18,0.7,-15,4,-11
Cc1ccc2c(c1)c(=O)c(C(=O)c1ccncc1)cn2CC(=O)Nc1c(C)cccc1C,-5,-4,0,-0.1,4,0.7,-2,.,-1
C#CCN(C(=O)c1ccc(OC2CCN(Cc3ccccn3)CC2)cc1)C1CCCCC1,-9,-10,3,0.5,-2,0.2,-1,-11,-6
CCc1nnc(NS(=O)(=O)c2ccc(NC(=S)NC(=O)c3ccncc3)cc2)s1,8,-1,2,-0.5,-7,0.0,12,-3,-2
Cc1nc(CNC(=O)CC2C(=O)NCCN2Cc2cccc(Oc3ccccc3)c2)cs1 (stereo not drawn),-7,-2,-1,-0.2,-1,0.9,-9,12,4
CC1=C(C(=O)Nc2cccnc2)C(c2ccccc2)n2nc(SCc3ccccc3)nc2N1 (stereo not drawn),.,-4,1,-0.3,-14,0.4,.,.,0

# Continuation.
SMILES,RXFP1 antagonist,TRHR enhancer,D1 ag,D2 ag,D1 antag,TRHR agonist,D2 potentiator,D2 antag,D1 PAM
COc1ccc(-n2c(SCC(=O)Nc3cc(C)on3)nc3c(c2=O)SCC3)cc1OC,-9,-1,2,-0.3,-5,-0.2,11,-4,-7
CCOc1ccc(N=Nc2c(=O)[nH]n3c(=O)cc(C)[nH]c23)cc1,-13,-1,1,-0.3,-3,0.3,14,-19,-1
COc1cccc(/C=N/Nc2nc3ccccc3n3cnnc23)c1O,-31,8,29,16,-4,2.0,-2,-7,-2
CCn1c(-c2cc(OC)ccc2OC)csc1=Nc1c(C)n(C)n(-c2ccccc2)c1=O,-26,4,1,0.5,-2,0.5,7,-24,-4
COc1ccccc1N(C)S(=O)(=O)c1ccc(C(=O)Nc2ccc3nc(C)sc3c2)cc1,-21,2,9,1.3,-44*,1.2,-4,27,-1
O=C(NCCN1CCOCC1)c1ccc(CS(=O)c2ccccc2Cl)o1 (stereo not drawn),2,-10,1,-0.4,-5,0.7,-5,0,1
COC(=O)c1[nH]c2ccc(C)cc2c1NC(=O)C1=COCCO1,0,3,-1,0.3,-6,-1.1,-8,-14,-4
O=C(Nc1ccccc1)Nc1nnc(SCC(=O)N2CCCCC2)s1,-27,2,11,-0.4,.,-0.3,.,.,-3

# From PubChem BioAssay
